High-throughput results as filed in PubChem.
Abeta yeast res: qHTS for compounds that reverse cellular toxicity of Amyloid beta (A-beta) peptide in yeast: Primary Screen. Potency, µM (titrated, usually from 46.1 µM), for inactives: top-dose growth rescue, hits mostly activators. 410,000 tested, 0.063% active. yeast expressing A-beta42, growth rescue, OD600, 48 h; response scale: 0% DMSO, 100% iron-clioquinol control; further: potency means the concentration at half of the fitted maximal effect; nearly all actives have a fitted effect of over 55% in size
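Yeast growth medium received pinned compounds, then yeast cells expressing toxic A-beta were added; plates incubated at 30 C for 48 hr. Growth read as absorbance at 600 nm, normalized to DMSO and equimolar FeCl3 plus clioquinol controls.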
DRD3 antagonist: qHTS of D3 Dopamine Receptor Antagonist: qHTS; max response, negative = inhibition, %; 360,000 tested, 2.5% active; D3R cells, DiscoveRx beta-arrestin luminescence, antagonist mode; stronger effect = lower value; in the data active means max response below about -50%; inconclusive means no clear call, values can overlap the other calls; further: on the % scale 0 is the no-effect control and ±100 the full control effect; mostly tested at two doses, the higher about 12 µM
Target sequence (P35462 whole entry, looked up): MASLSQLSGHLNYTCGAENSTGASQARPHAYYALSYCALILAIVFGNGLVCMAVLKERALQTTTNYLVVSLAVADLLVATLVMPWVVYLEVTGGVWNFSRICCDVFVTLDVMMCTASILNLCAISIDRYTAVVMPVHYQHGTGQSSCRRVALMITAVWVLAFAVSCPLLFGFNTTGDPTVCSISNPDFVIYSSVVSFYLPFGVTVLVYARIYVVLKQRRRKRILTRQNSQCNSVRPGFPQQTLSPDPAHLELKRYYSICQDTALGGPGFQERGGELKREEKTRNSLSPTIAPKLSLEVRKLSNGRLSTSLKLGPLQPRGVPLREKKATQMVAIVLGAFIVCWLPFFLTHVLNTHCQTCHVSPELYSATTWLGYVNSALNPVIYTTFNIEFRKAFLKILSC
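Cells plated overnight at 1500 cells/well, then exposed to library compounds with dopamine controls for 90 minutes at 37 degrees C. DiscoveRx reagent added for 30–60 minutes at room temperature; luminescence read, quantitative HTS format.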
TDP43 rescue: qHTS of TDP-43 Inhibitors. Potency, µM (top dose mostly 46.1 µM), for the others: at the highest dose growth rescue (activation), usual class: activators. 410,000 tested, 1.8% active. TDP-43 expressing yeast growth rescue, BacTiter-Glo, 24 h; further: potency means the concentration at half of the fitted maximal effect; % of control where 0% means no effect; nearly all actives have a fitted effect of over 50% in size
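Luminescence from BacTiter-Glo reports growth of TDP-43-expressing yeast after 24 hr at 30 deg C with compound. Cells were raffinose-pregrown to mid-log, then seeded in galactose medium at OD600=0.02.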
EPAC2 antagonist: qHTS for Antagonist of cAMP-regulated guanine nucleotide exchange factor 2 (EPAC2): primary screen | Potency, µM (doses to about 114 µM), for the others: at the top dose activity, negative = inhibition, actives largely listed as inhibitors | AID 720708, 2013 | 360,000 tested, 0.18% active | EPAC2 GEF exchange of Rap1B-BODIPY-GDP, fluorescence; further: potency means the concentration at half of the fitted maximal effect; on the % scale 0 is the no-effect control and ±100 the full control effect; nearly all actives have a fitted effect of over 45% in size; many of its hits are not listed in these tables
FUS yeast rescue: qHTS for Suppressors of FUS Proteinopathy: Primary screen using FUS-linked yeast assay. Potency, µM (doses to about 76.6 µM), inactives show top-dose growth rescue (activation), actives largely listed as activators. S. cerevisiae FUS-expressing, growth rescue, OD600, 24 h. 390,000 tested, 0.24% active. AID 1347120, 2019;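 further: potency means the concentration at half of the fitted maximal effect; plate controls were DMSO vehicle for no effect and reference control for full effect; nearly all actives have a fitted effect of over 55% in size; some results filed as inactive show a strong effect at the top dose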
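Quantitative HTS measuring growth restoration of FUS-toxic yeast. Galactose-induced cells (OD 0.005) were exposed 24hr at 30C to compounds at several concentrations, then absorbance at 600 nm was recorded.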
aSyn yeast inh: qHTS of alpha-syn Inhibitors. Yeast expressing alpha-synuclein, growth rescue, BacTiter-Glo, 24 h. Potency, µM (top dose mostly 46.1 µM), inactives show at the top dose growth rescue (activation), actives largely listed as activators. 370,000 tested, 0.14% active. AID 652106, 2013; further: potency means the concentration at half of the fitted maximal effect; % of control where 0% means no effect; nearly all actives have a fitted effect of over 65% in size
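Galactose-induced alpha-syn yeast (OD600=0.02, raffinose-pregrown) + pinned cpd, 24 hr, 30 deg C; growth by BacTiter-Glo luminescence. Growth restoration scores as activation.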
D3 ag: qHTS of D3 Dopamine Receptor Agonist: qHTS. D(3) dopamine receptor (Homo sapiens), P35462. 410,000 tested, 0.58% active. D3R DiscoveRx beta-arrestin cells, luminescence, 90 min. max activation, %; in the data active means max activation above about 30%; further: 0% is about no effect; mostly tested at two doses, the higher about 12 µM
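Agonist mode: compounds and dopamine controls were applied to plated cells for 90 min at 37 degrees C after an overnight attachment at 1500 cells/well. Luminescent read-out followed 30 - 60 minutes at room temperature with DiscoveRx detection reagent.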
EPAC2 agonist: qHTS for Agonist of cAMP-regulated guanine nucleotide exchange factor 4 (EPAC2): primary screen | Potency, µM (top dose mostly 154 µM), inactives show at the highest dose activation, most hits filed as activators | Rap guanine nucleotide exchange factor 4 (Homo sapiens), Q8WZA2 | EPAC2 activation, biochemical qHTS; response scale: 100% = 6.5 mM cAMP response | 360,000 tested, 0.079% active; further: potency means the concentration at half of the fitted maximal effect; nearly all actives have a fitted effect of over 50% in size
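Compounds were added across a concentration range to EPAC2 (100 nM), RAP1B-BODIPY-GDP (250 nM) and GDP (50 uM). After 5 min at room temperature, fluorescence was recorded at 5-min intervals for 30 min.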
Active calls of the source: *; u = inconclusive; x = no result given; [ ] = dose if it differs, or a comment. Unless noted, the call rests on the fitted dose curve; in most records, active means well fitted curve in the direction sought with a large enough effect; inconclusive means small, poorly fitted or top-dose-only effect, or another doubt; inactive means no such curve, though single readings can be large; an effect the other way counts as inactive or inconclusive.

SMILES | Abeta yeast res | DRD3 antagonist | TDP43 rescue | EPAC2 antagonist | FUS yeast rescue | aSyn yeast inh | D3 ag | EPAC2 agonist
CCCCN1C(=O)C(O)(CC(=O)c2ccccc2OC)c2ccccc21 (stereo unspecified) | 1% | 45 | 11% | -2% | -20% | 3% | 1 | 2%
Cc1c(CCC(=O)N2CCC(C(=O)O)CC2)c(=O)oc2cc3oc4c(c3cc12)CCCC4 | -15% | 96 | 13% | -11% | 1% | 10% | 42* | 2%
Cc1cn(C)c(CC(=O)NCc2ccc(F)cc2)c1C(=O)O | -3% | x | 17% | x | -1% | x | 9 | x
Cc1noc(C(=O)Nc2sc3c(c2C#N)CCC3)c1Cl | -6% | 23 | -10% | -8% | -12% | 4% | -1 | 4%
CCOC(=O)C1(Cc2ccc(OC)cc2)CCN(S(C)(=O)=O)CC1 | 0% | 2 | -3% | 11% | -13% | -6% | 2 | 2%
O=C(NCCCNC(=O)c1cnccn1)c1ccc(Br)cc1 | -3% | -5 | -21% | -19% | 28% | 2% | -3 | 7%
O=S(=O)(c1ccccc1)[C@@]1(c2ccccc2)C[C@@H]2ON=C(c3cccc(-c4ccccc4)c3)[C@@H]2C1 | 5% | 20 | 15% | 7% | 26% | -3% | 11 | 6%
O=CN1CCN(C(=O)COc2ccc(Cl)cc2Br)CC1 | -7% | 13 | -3% | -30%[57.1 µM] | -25% | 8% | -1 | 11%
COc1cc(C2Nc3ccc4ncccc4c3C3=C2C(=O)CC(C)(C)C3)cc(OC)c1O (stereo unspecified) | -11% | 18 | -12% | -1% | 21% | -4% | 5 | -3%
COCCCNC(=O)CN(c1cc(Cl)ccc1OC)S(=O)(=O)c1ccc(C)c([N+](=O)[O-])c1 | -4% | -13 | -17% | 8% | 27% | 1% | 8 | -10%
Cc1ccc(NCc2ccccc2O)c(C)c1 | 6% | 4 | -4% | u | -3% | -8% | 2 | 14%
COC(=O)c1ccc2nc(-c3ccc(Cl)cc3)c(Cc3cccc(Cl)c3)n2c1 | -6% | 22 | 20% | -12% | 2% | -1% | 3 | -3%
N#Cc1cccc(NC(=O)Cn2c3[n+](c4ccc(C(F)(F)F)cc42)CCCCC3)c1 | 9% | -74* | 15% | 6% | x | 2% | -52 | 3%
Cc1csc(NC(=O)CSc2nnc(C)n2Cc2ccco2)n1 | -17% | -19 | -11% | -1% | 11% | -10% | -7 | 2%
COCCNC(=O)CN1C(=O)COc2ccc(Cl)cc21 | 3% | u | 16% | 5% | -25% | 4% | 6 | 4%
Nc1nc(NCCO)nc(N2CCCCCC2)c1[N+](=O)[O-] | -3% | 0 | 14% | 16% | 0% | 0% | 0 | 9%
CC(C)OC(=O)CC(=O)CSc1nc2c(cc1C#N)CCCCCC2 | 0% | -9 | 28% | -16% | 42% | -4% | 0 | 10%
COc1ccc(C(=O)NCCCN2CCCC2=O)cc1S(=O)(=O)N1CCOCC1 | 7% | 6 | 12% | 7% | -39% | -2% | 0 | 3%
CC(=O)c1cccc(N(CC(=O)NC2CCCCC2)C(=O)c2csnn2)c1 | 9% | 1 | -7% | 4% | 19% | -3% | 6 | 12%
Clc1ccc(CON/C=N/c2ncnc3sccc23)cc1 | 5% | 20 | u | -15% | -16% | 11% | 2 | 7.9µM*
CCn1cc(C(=O)OCC(=O)NCc2ccccc2Cl)c(=O)c2ccc(C)nc21 | 8% | 12 | u | 1% | 16% | 0% | -10 | 14%
Cc1ccc(NC(=O)Nc2ccc(Cl)cc2)c(Br)c1 | 1% | 8 | 11% | 4% | -14% | -4% | 0 | 2%
COC(=O)CNC(=O)CSc1nc(N)cc(=O)[nH]1 | 9% | 25 | 0% | -3% | 7% | -6% | 0 | 8%
COc1cccc(CN2CCc3nc(N4CCN(C)CC4)ncc3C2)c1 | -6% | x | 23% | x | -22% | x | -5 | x

An excerpt from above in order of heavy-atom count, ascending.
SMILES | Abeta yeast res | DRD3 antagonist | TDP43 rescue | EPAC2 antagonist | FUS yeast rescue | aSyn yeast inh | D3 ag | EPAC2 agonist
Cc1noc(C(=O)Nc2sc3c(c2C#N)CCC3)c1Cl | -6% | 23 | -10% | -8% | -12% | 4% | -1 | 4%
Nc1nc(NCCO)nc(N2CCCCCC2)c1[N+](=O)[O-] | -3% | 0 | 14% | 16% | 0% | 0% | 0 | 9%
CCOC(=O)C1(Cc2ccc(OC)cc2)CCN(S(C)(=O)=O)CC1 | 0% | 2 | -3% | 11% | -13% | -6% | 2 | 2%
COc1ccc(C(=O)NCCCN2CCCC2=O)cc1S(=O)(=O)N1CCOCC1 | 7% | 6 | 12% | 7% | -39% | -2% | 0 | 3%
COCCCNC(=O)CN(c1cc(Cl)ccc1OC)S(=O)(=O)c1ccc(C)c([N+](=O)[O-])c1 | -4% | -13 | -17% | 8% | 27% | 1% | 8 | -10%

Further entries
SMILES | Abeta yeast res | DRD3 antagonist | TDP43 rescue | EPAC2 antagonist | FUS yeast rescue | aSyn yeast inh | D3 ag | EPAC2 agonist
Cc1cc2c(cc1C)CSC(c1c(O)ccc3ccccc13)SC2 | -94%[inhibitor] | -16 | -91%[inhibitor] | -3% | 58% | -57%[inhibitor] | 3 | 13%
CCCCNC(=O)Nc1ccc(Br)cn1 | 0% | 19 | 1% | 5% | 8% | -3% | -12 | 2%
CCOc1ccc(-c2nnc(SCC(=O)Oc3ccccc3)o2)cc1 | 0% | x | 19% | x | 4% | x | 2 | x
COCCN1C(=O)c2oc3ccc(C)cc3c(=O)c2C12C(=O)N(C)c1ccccc12 (stereo unspecified) | -19% | x | 6% | x | 10% | x | 2 | x
Cc1cccc(NC(=O)CSc2nnc3[nH]c(=O)cc(-c4ccccc4)n23)c1C | -15% | x | -20% | x | 15% | x | -31 | x
O=C(NC(=S)NCc1ccccc1)c1ccccc1Br | 23% | -9 | 13% | -4% | -10% | 2% | -3 | 23%
Brc1cc2c(cc1-c1nc3ccccc3s1)OCO2 | -15% | 2 | -10% | -4% | 16% | -1% | 1 | 5%
Cn1c(=O)c2cc(S(=O)(=O)NC(C(=O)Nc3cccc(F)c3)c3ccccc3)ccc2n(C)c1=O (stereo unspecified) | 2% | 0 | 0% | -12% | -30% | -3% | -8 | 9%
CC1(C)Cc2ccccc2C(NNC(=O)c2ccccn2)=N1 | 14% | -2 | 14% | 5% | 2% | 2% | -10 | 9%
COc1ccc(Cl)cc1-c1cc(C(=O)NCc2cccs2)[nH]n1 | 4% | -9 | 11µM* | 19% | 13% | 7% | -17 | 15%
Cc1cc(C)c(C)c(S(=O)(=O)Nc2cccc(-n3cnnn3)c2)c1C | 5% | 8 | 10% | -5% | -26% | 5% | 21 | -9%
Cc1ccn2c(Nc3c(C)cccc3C)c(-c3ccsc3)nc2c1 | -3% | x | 20% | x | 13% | x | -3 | x
CCOc1ccc(-c2c(=O)n(O)c3ccccc3[n+]2[O-])cc1 | -23% | 0 | -30%[inhibitor] | 5% | -15% | 7% | 0 | -9%
O=C(Cn1cccc1)N1CCc2ccccc21 | 11% | 12 | -6% | -3% | -3% | 4% | -12 | 14%
COc1ccc(Cn2ccc3nc(C)c(C(=O)N4CCN(c5ccc(OC)cc5)CC4)cc3c2=O)cc1 | -4% | x | 6% | x | u | x | 2 | x
Cc1ccc(C)c(NC(=O)CN(C)C(=O)c2ccccc2OCc2ccccc2Cl)c1 | 11% | 12 | 17% | 0% | 19% | -1% | 5 | 4%
O=C(Oc1ccc(/C=N/n2cnnc2)cc1)c1cccc([N+](=O)[O-])c1 | 0% | -8 | 2%[9.22 µM] | 2% | 20% | -3% | 5 | u
O=C(NCC1CCCN1S(=O)(=O)c1cccs1)c1cccc(F)c1 (stereo unspecified) | 21% | -5 | -18% | 3% | u | -5% | -10 | 6%
COCCNC(=O)[C@H](C)[C@H]1C[C@]1(C)[C@H](NC(=O)OCc1ccccc1)c1ccccc1 | 10% | 9 | 21% | -4% | 22% | 6% | -2 | 6%
CCc1nc2ccccc2n1Cc1ccccc1OC | 13% | 63 | 13% | -1% | -8% | -1% | 6 | 11%
O=C(O)/C=C\c1cc2c(cc1[N+](=O)[O-])OCO2 | -8% | 9 | 1% | 2% | -7% | 2% | 8 | 2%
CCNC(=S)N/N=C/c1ccc(C#N)cc1 | 8% | -15 | -12% | 1% | 28% | -1% | -16 | 2%
CCN(CC)S(=O)(=O)c1cc(C(=O)N=c2sccn2C)ccc1OC | 3% | 21 | 4% | -1% | x | 0% | 1 | -2%
CCOC(=O)c1c(NC(=S)NC)sc2c1CCCC2 | 12% | 4 | u | 12% | -22% | 7% | 3 | 6%
CC(=O)Nc1ccc(S(=O)(=O)N2CCCC(C(=O)N3CCN(c4ccccc4)CC3)C2)cc1 (stereo unspecified) | 0% | 3 | 10% | 15% | x | 10% | 4 | 6%
CC1=C(C(=O)Nc2cccc(C(=O)N3CCC(C(N)=O)CC3)c2)SCCO1 | 1% | -14 | 12% | 1% | 7% | -6% | 4 | 9%
COc1ccc(-c2cc(C(=O)NCCCN3CCCC3=O)c3ccccc3n2)cc1 | 4% | 6 | 22% | -4% | 14% | -1% | 3 | -7%
COc1ccc(OC)c(-c2csc(NC(=O)Cc3cccs3)n2)c1 | 25% | 14 | 22% | 8% | 8% | 10% | -1 | 8%
COc1ccccc1N(Cc1cc(=O)[nH]c2ccccc12)C(=O)c1ccc([N+](=O)[O-])cc1 | -3% | 5 | -8% | -14% | -15% | -6% | 2 | 5%

Not a retest: an excerpt of the list.
SMILES | Abeta yeast res | DRD3 antagonist | TDP43 rescue | EPAC2 antagonist | FUS yeast rescue | aSyn yeast inh | D3 ag | EPAC2 agonist
CCCCN1C(=O)C(O)(CC(=O)c2ccccc2OC)c2ccccc21 (stereo unspecified) | 1% | 45 | 11% | -2% | -20% | 3% | 1 | 2%
Cc1c(CCC(=O)N2CCC(C(=O)O)CC2)c(=O)oc2cc3oc4c(c3cc12)CCCC4 | -15% | 96 | 13% | -11% | 1% | 10% | 42* | 2%
Cc1cn(C)c(CC(=O)NCc2ccc(F)cc2)c1C(=O)O | -3% | x | 17% | x | -1% | x | 9 | x
Cc1noc(C(=O)Nc2sc3c(c2C#N)CCC3)c1Cl | -6% | 23 | -10% | -8% | -12% | 4% | -1 | 4%

Not all compounds are listed, so the mix of outcomes need not match the whole.
